From PubChem BioAssay
APP 5'UTR act – APP 5'UTR luciferase reporter activation; actives 1% (n = 190,000); activation, % at 2 µM; AID 1276; SH-SY5Y APP 5'UTR luciferase reporter, luminescence; zero percent = DMSO vehicle wells;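 active = activation above a set limit, based on mean plus 3 SD of controls, cut at about 140% in these data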; also: values of inactives mirror those of a sister screen read the other way
NF-kB expr up – raises NF-kB expression in human neuronal cells. NF-kB reporter expression; stronger effect = higher value. fold change at 12.5 µM. actives 1.6% (n = 190,000); in the data active = fold change above about 3.3
TNAP act hi DEA – activators of human TNAP at high phosphate acceptor concentration. P05186. purified TNAP, CDP-star luminescence, 1 M DEA, 30 min; stronger effect = higher value; 0 = EDTA background, 1 = DMSO-only activity. activation factor at 20 µM. 200,000 tested, under 10 active;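 active = activation factor at least 2 at 20 µM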
Target sequence (P05186 whole entry, looked up): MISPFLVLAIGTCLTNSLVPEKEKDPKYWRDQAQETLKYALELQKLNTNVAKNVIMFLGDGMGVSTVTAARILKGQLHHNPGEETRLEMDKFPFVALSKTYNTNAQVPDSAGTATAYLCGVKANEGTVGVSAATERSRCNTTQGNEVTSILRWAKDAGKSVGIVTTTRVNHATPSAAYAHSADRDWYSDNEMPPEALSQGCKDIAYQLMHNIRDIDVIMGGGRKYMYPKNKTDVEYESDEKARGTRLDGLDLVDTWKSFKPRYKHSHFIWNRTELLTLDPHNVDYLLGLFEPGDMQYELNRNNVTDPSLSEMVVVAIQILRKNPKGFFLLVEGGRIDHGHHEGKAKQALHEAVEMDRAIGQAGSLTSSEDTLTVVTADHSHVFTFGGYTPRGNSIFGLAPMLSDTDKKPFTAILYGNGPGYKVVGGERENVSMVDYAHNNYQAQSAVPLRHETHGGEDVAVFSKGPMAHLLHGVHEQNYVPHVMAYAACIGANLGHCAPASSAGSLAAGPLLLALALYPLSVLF
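Control set: EDTA negative control, DMSO positive control / Assay system: human TNAP / Quantity: TNAP 1/800 final / Evaluation: TNAP activation factor scaled between EDTA and DMSO control wells / Measured by: luminescent substrate turnover signal / Compound dosing: one dose, 20 µM / Times: 30 min enzyme reaction at room temperature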
bIAP act – intestinal alkaline phosphatase (bovine) activation. activation factor at 20 µM. purified bovine IAP, CDP-star luminescence, 30 min; stronger effect = higher value; fold of DMSO-control signal, blank-subtracted. actives 0.17% (n = 200,000);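 active = activation factor of 2 or more at 20 µM, a signal rise over negative controls twice the positive control's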
PMI act hi M6P – PMI (human) activation, high substrate | P34949 | coupled PMI enzyme assay, resazurin fluorescence, 20 min; stronger effect = higher value; 1 = untreated enzyme, 0 = substrate-free blank | activation factor at 20 µM | actives 0.34% (n = 190,000) | AID 1216;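 active = activation factor of 2 or more at 20 µM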
Target sequence (P34949 whole entry, looked up): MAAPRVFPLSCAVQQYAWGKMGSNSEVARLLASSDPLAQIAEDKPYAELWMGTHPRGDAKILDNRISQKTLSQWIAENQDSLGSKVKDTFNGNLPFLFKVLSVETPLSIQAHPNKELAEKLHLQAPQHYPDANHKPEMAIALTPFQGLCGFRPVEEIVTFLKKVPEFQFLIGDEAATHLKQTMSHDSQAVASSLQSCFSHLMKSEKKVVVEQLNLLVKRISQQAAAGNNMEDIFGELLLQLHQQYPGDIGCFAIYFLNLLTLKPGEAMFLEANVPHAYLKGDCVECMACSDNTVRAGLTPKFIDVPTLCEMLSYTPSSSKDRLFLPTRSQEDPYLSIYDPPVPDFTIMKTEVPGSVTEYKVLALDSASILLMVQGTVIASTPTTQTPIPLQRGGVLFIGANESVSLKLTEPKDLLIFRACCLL
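test system = human PMI in coupled enzyme assay | medium = HEPES-buffered pH 7.4 with magnesium and detergent | also added = 1.0 mM mannose-6-phosphate substrate with 0.22 mM NADP+ | compound = 20 µM single dose | times = 20 min incubation at room temperature | measured by = resorufin fluorescence (Ex 544/Em 590 nm) from resazurin via diaphorase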
PMI activator – phosphomannose isomerase (human) activation. activation factor at 20 µM. P34949. actives 0.005% (n = 190,000). purified human PMI, coupled resazurin fluorescence, 20 min; stronger effect = higher value; 1 = vehicle control, 0 substrate-free wells;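 active = activation factor of 2 or more at 20 µM, relative to plate controls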
FLuc inhib CS – Photinus pyralis luciferase inhibition counter-screen. P08659. ATPLite firefly luciferase biochemical luminescence, 10 min. inhibition, % at 10 µM. actives 1.5% (n = 200,000);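 active = inhibition above about 50% when tested at 10 µM, limit read from the data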
TNAP inh no acc – blocks human TNAP activity with no phosphate acceptor present | P05186 | actives 0.26% (n = 200,000) | AID 1012 | purified TNAP, CDP-star luminescence, 30 min | inhibition, % at 20 µM;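 active = tissue-nonspecific alkaline phosphatase inhibition above about 50% at 20 µM in the single-dose screen, limit read from the data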;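 also: 0% = DMSO negative control and 100% = EDTA positive control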
FLuc stim CS – affects firefly luciferase, flagging false hits in luciferase stimulation screens; activation factor at 10 µM; P08659; 200,000 tested, under 10 active; ATPlite luciferase biochemical, luminescence, 10 min; 0 = ATP-free wells, 1 = DMSO control; AID 1027;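 active = luciferase activation factor, scaled between plate controls, of at least 2 with compound at 10 µM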
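Assay system: Luciferase/luciferin detection reagent, cell-free biochemical luciferase assay / Read-out: luciferase activation / Benchmarks: No-ATP low control, compound-free enzyme-plus-ATP high control / Medium: PBS buffer for ATP / Detection: luminescence measurement of luciferase light output / Schedule: 10 min at ambient temperature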
TNAP inh hi DEA – inhibitors of human TNAP at high phosphate acceptor concentration | P05186 | purified TNAP, CDP-star luminescence, 1 M DEA | inhibition, % at 20 µM | actives 0.03% (n = 200,000);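 active = over 50% inhibition of tissue-nonspecific alkaline phosphatase at 20 µM in the single-dose screen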;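 also: plate controls were DMSO wells for no effect and EDTA-quenched wells as full inhibition for full effect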
* hit, by the source's call; i = inactive; · = no result given. Hits appear at their usual frequency; overall some 3.6% were active at least once.

Each structure is followed by: PMI activator | TNAP act hi DEA | APP 5'UTR act | NF-kB expr up | TNAP inh no acc | TNAP inh hi DEA | PMI act hi M6P | bIAP act | FLuc inhib CS | FLuc stim CS
#1 COCCNC(=O)CNC(=S)N(Cc1ccccc1)Cc1cccnc1
 : 1 | 1 | · | 1.09 | -1.3 | -2.4 | 1.1 | 1 | -10.7 | 1.1
#2 COc1cc(NC(=O)C(C)Oc2ccccc2)cc(OC)c1 (configuration not stated)
 : 1.1 | 1.1 | -0.2 | 1.08 | -14.6 | -6.2 | 1 | 1.1 | -2.8 | 1
#3 NC(=O)C1CNc2ccccc2O1 (configuration not stated)
 : 0.9 | 1 | 3.5 | 1.11 | -3.2 | -3.3 | 0.9 | 0.9 | -10.5 | 1.1
#4 COc1cccc(NC(=O)NCCC2=CCCCC2)c1
 : 1 | 1 | 75.4 | 1.83 | -16.9 | -2.2 | 1 | 0.9 | 10.4 | 0.9
#5 CC(=O)Oc1cccc(N2C(=O)c3ccccc3C2=O)c1
 : 1.1 | 1.1 | 5.7 | 1.2 | 2.8 | -6.9 | 1.1 | 0.7 | -6.8 | 1.1
#6 CCn1c2ccccc2c2nnc(SCC(=O)NCCOC)nc21
 : 1 | 1 | -2.4 | 0.98 | -9.1 | -1.7 | 1 | 0.9 | 0.1 | 1
#7 Cc1cc(N2CCN(S(=O)(=O)c3ccc(Br)cc3)CC2)n2ncnc2n1
 : · | 1 | 3.6 | 1.08 | -12.7 | -2.5 | · | 1 | -7.9 | 1.1
#8 COc1ccc2[nH]c(C)c(CCNc3ccc(C(F)(F)F)cc3[N+](=O)[O-])c2c1
 : 0.7 | 0.9 | -4.8 | 1.2 | 0.1 | 8.7 | 0.8 | 0.9 | -2.8 | 1
#9 CCCCCOc1ccc(/C=c2\sc3nc(=O)c(-c4ccccc4)nn3c2=O)cc1OC
 : 0.9 | 1 | 26.7 | 1.08 | -1.9 | 0.0 | 1 | 0.7 | -4.2 | 1
#10 COc1cccc(-c2nnc3sc(C4CCCCC4)nn23)c1
 : 1 | 1.1 | -19.6 | 0.97 | -18.8 | -5.0 | 0.9 | 1 | 0.4 | 1
#11 O=C(Nc1cccnc1)c1cc2nc(C3CC3)cc(C(F)(F)F)n2n1
 : 0.9 | 1 | 4.5 | 0.85 | -7.7 | -1.2 | 1 | 1 | 2.2 | 1
#12 O=C1NC(c2ccccc2)=C(c2nc3ccccc3s2)C(c2ccc(F)cc2)N1 (configuration not stated)
 : 0.9 | 1 | -1.7 | 0.46 | -6.8 | -3.2 | 1 | 0.9 | -2.8 | 1
#13 COc1ccc(NC(=O)N2Cc3ccccc3CC2C(=O)NC(C)(C)C)cc1 (configuration not stated)
 : 1 | 1 | -2.0 | 1.23 | -8.0 | 2.5 | 1 | 1.1 | -7.1 | 1.1
#14 Cc1nnc2ccc(Oc3ccc(-c4ccccc4)cc3)nn12
 : 1 | 1 | -2.2 | 1.17 | -9.8 | -0.6 | 1.1 | 1.1 | -3.7 | 1
#15 OC1(c2ccc(F)cc2)CCN(Cc2nnnn2Cc2cccs2)CC1
 : 0.9 | 1 | -8.4 | 1.52 | -5.7 | -1.8 | 1 | 1.1 | -2.9 | 1
#16 Cc1ccc(C)c(C(=O)Nc2c(C(N)=O)oc3ccccc23)c1
 : 1.1 | 1.1 | · | 1.24 | 3.4 | -8.9 | 1 | 0.9 | -4.4 | 1
#17 COC(=O)c1ccccc1NC(=O)c1sc(N)nc1C
 : 0.8 | 1 | -13.6 | 0.95 | -9.1 | -4.5 | 0.9 | 0.9 | 3.0 | 1
#18 Cc1ccc2cc(C#N)c(SCC(=O)NNC(=O)Cc3ccccc3)nc2c1
 : 0.9 | 1 | 14.4 | 1.03 | -29.5 | -2.6 | 1 | 0.8 | -5.3 | 1.1
#19 O=C(NCC1CCCO1)c1cnn2c1NC(c1ccccc1)CC2C(F)(F)F (configuration not stated)
 : 1 | 1 | -2.3 | 1.16 | -2.1 | -4.4 | 1 | 1 | -8.2 | 1.1
#20 CCC(C)(C)n1nnnc1C(c1cccnc1)N1CCN(c2cccc(C(F)(F)F)c2)CC1 (configuration not stated)
 : 1 | 1.1 | -8.9 | 0.79 | -9.0 | -5.8 | 1 | 1.1 | -9.4 | 1.1
#21 Cc1ccc(NC(=O)c2ccc(-c3nn(C)c(=O)c4ccccc34)cc2)c(C)c1
 : 0.9 | 1.1 | 4.0 | 0.69 | -11.8 | -7.0 | 1 | 1 | -5.2 | 1.1
#22 Cc1cc2nnc(SCC(=O)OC(C)C)n2c2ccccc12
 : 1 | 1 | 4.6 | 1.3 | -4.5 | -4.7 | 0.9 | 1 | 1.0 | 1
#23 CCCCOC(=O)C(C)Nc1n[nH]c(=O)[nH]c1=O (configuration not stated)
 : 1 | 1.1 | -28.9 | 1.07 | 18.7 | -7.5 | 1 | 1 | -4.0 | 1
#24 CCCn1nnnc1NCc1ccc(F)cc1
 : 1 | 1 | 5.2 | 1.07 | -4.9 | 1.9 | 1.1 | 1 | -0.2 | 1
#25 COc1ccc(CNC(=O)c2cccc(S(=O)(=O)N3CCN(C)CC3)c2)cc1
 : 1 | 1 | 18.6 | 0.97 | -9.2 | -0.5 | 1 | 0.9 | -4.4 | 1
#26 CCN(CC)S(=O)(=O)c1ccc2c3c(cccc13)C(=O)N2
 : 1 | 1 | 18.9 | 1.11 | -12.2 | -4.2 | 0.9 | 0.8 | -2.9 | 1
#27 CC1CCN(c2c([N+](=O)[O-])c(=O)oc3ccccc23)CC1
 : 1 | 1 | -3.7 | 1.14 | -3.3 | -2.6 | 0.9 | 0.5 | 4.5 | 1
#28 Nc1nnnn1/N=C/c1cccc(OCc2ccccc2Cl)c1
 : 1 | 1 | -0.3 | 1.14 | -4.4 | -2.0 | 1 | 0.9 | -5.4 | 1.1
#29 Cc1ccc2c(c1)c1c3n2CCN=C3CCC1
 : 1.3 | 1.1 | 22.4 | 1.26 | -12.6 | -5.8 | 1.3 | 0.9 | -6.4 | 1.1
#30 CCc1nc(NCc2cccnc2)c2oc3ccccc3c2n1
 : 0.9 | 1 | -3.2 | 1.11 | -13.8 | -3.0 | 0.9 | 0.8 | 3.4 | 1
#31 COc1ccc(CCNC(=O)COc2ccc(S(=O)(=O)NCC(C)C)cc2Cl)cc1OC
 : 1 | 1 | 11.4 | 0.69 | -5.4 | -3.2 | 0.9 | 0.9 | -11.3 | 1.1
#32 CCN1C(=O)/C(=C2/Sc3ccc(OC)cc3N2C)SC1=Nc1ccc(OC)cc1
 : 0.9 | 1 | 9.5 | 1.18 | -0.5 | -0.5 | 0.7 | 1 | -5.5 | 1.1
#33 CCN1CCN(C(=O)Nc2cccc3ccccc23)CC1
 : 0.9 | 1 | -57.2 | 0.83 | -13.3 | -3.2 | 0.9 | 0.9 | -4.3 | 1
#34 COC(=O)c1ccc(C)c(NC(=O)CCSc2ccc(C)cc2)c1
 : 1 | 1.1 | 2.9 | 1.03 | -10.6 | -6.1 | 1.1 | 1 | -6.0 | 1.1
#35 COCC(C)n1c(C)cc(C(=O)COc2ccc(S(=O)(=O)N3CCOCC3)cc2Cl)c1C (configuration not stated)
 : 0.8 | 1 | -0.5 | 0.9 | -0.8 | -0.4 | 0.9 | 1.2 | 0.5 | 1
#36 CC12CCC(C(=O)Nc3ccccc3N3CCOCC3)(CC1=O)C2(C)C (configuration not stated)
 : 1 | 1.1 | -8.7 | 1.06 | -13.0 | -5.8 | 1 | 1 | -2.5 | 1
#37 COc1ccc(C2C(C#N)=C(N)Oc3n[nH]c(C)c32)cc1Cn1nc(C)c([N+](=O)[O-])c1C (configuration not stated)
 : 0.8 | 1 | -1.6 | 1.17 | -2.4 | 2.9 | 0.8 | 1 | -1.3 | 1
#38 O=C(Nc1ccccn1)c1ccc(CN(c2ccccc2)S(=O)(=O)c2ccccc2)cc1
 : 0.9 | 1.1 | 1.2 | 0.81 | -14.4 | -5.8 | 0.9 | 1 | -6.6 | 1.1
#39 Cc1cc(C)c(C#N)c(SCc2nc3ccccc3[nH]2)n1
 : 1 | 1 | 147.6* | 2.9 | i | -2.4 | 1 | 1.1 | -2.7 | 1
#40 Cc1ccc(CC2SC(=O)NC2=O)cc1Cl (configuration not stated)
 : 1 | 1 | -9.9 | 0.96 | -12.7 | -4.1 | 1 | 0.9 | -2.4 | 1
#41 COc1ccc([N+](=O)[O-])cc1NC(=O)C(C)N(C)Cc1cccc(OC)c1OC (configuration not stated)
 : 0.8 | 1 | 9.9 | 0.55 | -20.4 | -2.2 | 0.9 | 1 | -6.2 | 1.1
#42 COc1cc(OC)c(OC)cc1/C=N/NC(=O)c1ccc(=O)n(C)c1
 : 0.9 | 1 | 11.1 | 1.32 | -15.4 | -0.1 | 1 | 1.2 | -4.4 | 1
#43 CC(C(=O)O)c1n[nH]c(=O)c2ccccc12 (configuration not stated)
 : 1.1 | 1 | · | 0.97 | -17.6 | -1.3 | 1.1 | 0.8 | -5.9 | 1.1
#44 CCN(CCn1cccn1)C(=O)CC1C(=O)NCCN1Cc1ccc(OC)c(OC)c1 (configuration not stated)
 : · | 1 | 14.9 | 1.14 | -7.2 | -2.1 | · | 1 | -4.9 | 1
#45 O=C(NC1CCN(C(=O)NC2CCCCC2)CC1)c1ccco1
 : 1 | 1 | 0.8 | 1.11 | -9.0 | -3.1 | 1 | 1 | -1.6 | 1
#46 COc1ccc(C(=O)O)cc1S(=O)(=O)N(C)C
 : 1.2 | 0.9 | 25.9 | 1.33 | 2.7 | 7.4 | 1.1 | 1.1 | -1.0 | 1
#47 Nc1ccc(C(=O)N/N=C2\CCCc3c2[nH]c2ccccc32)cc1
 : 1 | 1 | 31.9 | 0.9 | -6.9 | -0.6 | 1 | 0.9 | 0.3 | 1
#48 CC(=O)C1=C(O)C(=O)N(CC(=O)O)C1c1ccccc1Cl (configuration not stated)
 : 1 | 1 | -16.6 | 1.17 | -9.7 | -0.3 | 1 | 1 | -3.6 | 1
#49 Cc1nn(-c2ccccc2)c(N2CCCCC2)c1/C=N/O
 : 1 | 1.1 | -0.2 | 0.92 | -4.2 | -7.4 | 0.9 | 0.9 | -1.9 | 1
#50 N=C(N)SCc1ccccc1Cl
 : 1 | 0.9 | 11.1 | 1 | 48.4 | 8.4 | 1 | 0.9 | -4.5 | 1
#51 COc1ccc(NC(=O)CN2C(=O)N(C)Cc3ccccc32)c(C)c1
 : 1 | 1 | 10.7 | 1.19 | -11.0 | -3.7 | 0.9 | 1 | -7.2 | 1.1

Record cards, as listed above.
`CC(=O)C1=C(O)C(=O)N(CC(=O)O)C1c1ccccc1Cl` (configuration not stated) in the list: PMI activator: 1; TNAP act hi DEA: 1; APP 5'UTR act: -16.6; NF-kB expr up: 1.17; TNAP inh no acc: -9.7; TNAP inh hi DEA: -0.3; PMI act hi M6P: 1; bIAP act: 1; FLuc inhib CS: -3.6; FLuc stim CS: 1
`CCN(CCn1cccn1)C(=O)CC1C(=O)NCCN1Cc1ccc(OC)c(OC)c1` (configuration not stated) in the list: PMI activator: ·; TNAP act hi DEA: 1; APP 5'UTR act: 14.9; NF-kB expr up: 1.14; TNAP inh no acc: -7.2; TNAP inh hi DEA: -2.1; PMI act hi M6P: ·; bIAP act: 1; FLuc inhib CS: -4.9; FLuc stim CS: 1
